Source: PubChem BioAssay
TCR-CD3 inh – inhibitors of human TCR-CD3 interaction, primary screen, biochemical, fluorescence, TAMRA-labeled TCR probe; actives 0.37% (n = 360,000); T-cell receptor (TCR); inhibition, % at 9.4 µM; AID 651800, 2012; in the data active means inhibition above about 19%;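 further: recombinant mutant TCR 2C K166C tagged with TAMRA read by polarization; 0% = receptor in buffer alone and 100% = receptor with positive control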
Rev-erbA mod – modulators of Rev-erb alpha DNA binding, primary screen, biochemical, FITC-DNA, fluorescence polarization, uHTS; Rev-erbα–FITC-DNA binding, 90 min; activity, % at 10 µM; AID 1259318, 2017; actives 0.79% (n = 370,000);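 active means activity above about 14%, limit read from the data; passing the limit was not always enough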;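 further: 0% = DMSO wells with 35 nM protein and 100% = DMSO wells with 750 nM protein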
mABHD4 FP – ABHD4 inhibitors, primary screen, biochemical, fluorescence polarization, mouse. inhibition, % at 8.92 µM. AID 720543, 2013. purified mABHD4, FP-Rh probe fluorescence polarization. (Lyso)-N-acylphosphatidylethanolamine lipase (Mus musculus), Q8VD66. actives 0.54% (n = 370,000);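 active means inhibition exceeding the mean over every tested compound plus 3 SD, cut at about 30% in these data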;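 further: 0% = plate median of compound wells and 100% = S159A mutant with DMSO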
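system = mouse ABHD4 enzyme, wild type | medium = HEPES pH 7.0, NaCl, Pluronic buffer | also added = FP-Rh probe | incubation = Enzyme–compound pre-incubation 45 min, then probe 60 min, both 25 °C | technique = fluorescence polarization, excitation 525 nm, emission 598 nm, BODIPY TMR filters | controls = S159A mutant high control, sample median low control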
PRMT1 FP inh – PRMT1 methyltransferase inhibitors, primary screen, biochemical, fluorescence polarization. Protein arginine N-methyltransferase 1 (Homo sapiens), Q99873. inhibition, % at 2.79 µM. actives 1.3% (n = 370,000). recombinant PRMT1, activity-based probe fluorescence polarization;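 active means inhibition above about 21% made by adding two undisclosed values, limit read from the data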
HTRA1 inh – HTRA1 serine protease inhibitors, primary screen, biochemical, fluorescence polarization, HTS. recombinant HTRA1, FP-rhodamine activity-based probe. Q92743. actives 0.5% (n = 340,000). inhibition, % at 5.96 µM. AID 504803, 2011; in the data active means inhibition above about 36%;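 further: 0% = enzyme with DMSO and 100% = wells lacking enzyme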
Target sequence (Q92743 whole entry, looked up): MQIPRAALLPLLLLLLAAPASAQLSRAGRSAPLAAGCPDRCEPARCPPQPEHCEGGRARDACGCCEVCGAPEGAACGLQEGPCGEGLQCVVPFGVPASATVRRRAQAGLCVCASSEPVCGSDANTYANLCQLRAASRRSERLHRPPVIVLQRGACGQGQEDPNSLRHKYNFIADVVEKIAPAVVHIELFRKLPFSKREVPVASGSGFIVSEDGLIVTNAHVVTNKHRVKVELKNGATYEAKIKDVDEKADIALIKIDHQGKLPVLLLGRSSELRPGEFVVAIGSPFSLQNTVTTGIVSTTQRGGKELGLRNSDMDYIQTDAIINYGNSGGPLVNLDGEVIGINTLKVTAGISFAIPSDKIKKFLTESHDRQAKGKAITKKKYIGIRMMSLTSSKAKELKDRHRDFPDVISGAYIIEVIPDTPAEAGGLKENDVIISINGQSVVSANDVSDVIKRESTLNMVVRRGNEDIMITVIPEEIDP
PG9 binder – binders of HIV-1 gp120 antibody PG9, primary screen, biochemical, TR-FRET. HIV-1 gp120 / PG9 antibody interaction. TR-FRET gp120-PG9 antibody binding. inhibition, % at 6.7 µM. actives 0.43% (n = 360,000). AID 624416, 2012; in the data active means inhibition above about 8.5%
LEDGF integ inh – blockers of LEDGF/p75-dependent integrase strand transfer – biochemical, TR-FRET, high throughput, primary screen; HIV-1 integrase (with human LEDGF/p75); TR-FRET IN-LEDGF/p75 DNA integration, Eu/Cy5; inhibition, % at 3.7 µM; actives 0.64% (n = 370,000); AID 743269, 2014;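 active means inhibition above the screen-wide mean plus 3 SD, cut at about 13% in these data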;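 further: signal is the Cy5 over europium emission ratio at 671 and 618 nm; 0% = plate median of compound wells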
UHRF1 binding – UHRF1 methylated DNA binding inhibitors, primary screen, counter-screen for MBD2 inhibitor project, biochemical, TR-FRET, human UHRF1, single concentration | UHRF1 binding to methylated oligo | inhibition, % at 4.4 µM | actives 0.75% (n = 370,000) | AID 687016, 2013; in the data active means inhibition above about 21%;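 further: UHRF1 SRA domain binding a hemimethylated CpG hairpin DNA probe; 0% = median of test compound wells and 100% = reference inhibitor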
MBD2 DNA inh – inhibitors of MBD2 binding to methylated DNA, primary screen, biochemical, TR-FRET, DNA-binding domain, human; Methyl-CpG-binding domain protein 2 (Homo sapiens), Q9UBB5; MBD2 binding to methylated oligonucleotide; inhibition, % at 4.4 µM; actives 0.31% (n = 370,000); AID 686964, 2013; in the data active means inhibition above about 13%
Target sequence (Q9UBB5 whole entry, looked up, the tested form may be a part): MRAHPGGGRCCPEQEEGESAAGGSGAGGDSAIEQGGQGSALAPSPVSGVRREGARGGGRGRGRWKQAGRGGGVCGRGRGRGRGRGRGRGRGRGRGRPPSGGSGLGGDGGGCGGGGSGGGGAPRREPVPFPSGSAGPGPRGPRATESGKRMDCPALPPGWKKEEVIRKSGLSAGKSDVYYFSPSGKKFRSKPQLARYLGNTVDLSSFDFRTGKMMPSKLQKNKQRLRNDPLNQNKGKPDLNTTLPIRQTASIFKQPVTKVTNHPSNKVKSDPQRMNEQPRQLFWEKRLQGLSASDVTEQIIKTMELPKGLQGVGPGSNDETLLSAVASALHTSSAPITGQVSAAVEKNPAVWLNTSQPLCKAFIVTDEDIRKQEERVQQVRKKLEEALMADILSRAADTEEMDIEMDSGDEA
rCAG RNA binder – binders of r(CAG) RNA repeats, primary screen, biochemical, fluorescence | inhibition, % at 3 µM | AID 651821, 2012 | actives 1.3% (n = 370,000) | r(CAG) RNA repeat, TO-PRO-1 dye displacement fluorescence;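 active means inhibition above the plate cutoff, the mean of all test compounds on that plate plus 3 SD, cut at about 35% in these data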;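 further: 0% = DMSO alone and 100% = 100 µM mitoxantrone as full dye displacement; higher means more dye released from RNA so lower well fluorescence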
* = called active by the depositor; / = not tested or not shown. An excerpt, so the mix of outcomes need not match the whole.

SMILES | TCR-CD3 inh | Rev-erbA mod | mABHD4 FP | PRMT1 FP inh | HTRA1 inh | PG9 binder | LEDGF integ inh | UHRF1 binding | MBD2 DNA inh | rCAG RNA binder
CCOc1ccc(N2C(=O)C(CC(=O)Nc3ccc(F)cc3)N(Cc3ccccn3)C2=S)cc1 (stereo unspecified) | 1 | -3 | -13 | 3 | -16 | -1.1 | -2 | 1 | 0 | 4
Cc1ccc(NC(=O)Cn2ccsc2=N)cc1S(=O)(=O)N(C)C | -2 | 6 | 3 | 3 | 0 | -1.1 | 0 | 4 | 1 | 2
CCOC(=O)C1(CCOC)CCN(CC(C)Cc2ccc3c(c2)OCO3)CC1 (stereo unspecified) | 0 | -8 | -2 | -4 | 3 | -2.1 | -2 | 3 | 4 | -10
O=C(CN1C2CCC1CC(NC(=O)C1CC1)C2)NCc1ccccc1 (stereo unspecified) | -1 | -8 | 7 | -1 | 2 | 0.1 | 3 | 2 | 1 | -1
NC(=O)CCC(NS(=O)(=O)c1ccc(Cl)cc1)C(=O)NCc1ccccc1 (stereo unspecified) | 6 | 3 | 1 | -4 | / | -1.5 | -3 | 4 | -2 | -1
CCn1cc(C(=O)NCc2ccco2)c(=O)c2cc(S(=O)(=O)N3CCC(C)CC3)ccc21 | -7 | 3 | -11 | 2 | -19 | -0.2 | 1 | 5 | -5 | 13
O=C(NC1CCCC1)C1CCN(C(=O)c2cccc(Cl)c2)CC1 | 3 | 2 | 0 | -1 | 0 | -0.7 | -1 | 2 | 3 | -4
O=C(Nc1cccc(S(=O)(=O)N2CCOCC2)c1)C1CCCN(C(=O)c2ccc(Cl)cc2)C1 (stereo unspecified) | 2 | -2 | -1 | 1 | 0 | -1.2 | -1 | 0 | 1 | 0
Cc1cc(C)cc(NC(=O)N2CCNC(=O)C2CC(=O)Nc2cc(Cl)ccc2Cl)c1 (stereo unspecified) | 6 | -5 | -5 | -3 | -21 | -0.1 | 3 | -1 | 1 | 5
Cc1cccc(C2c3[nH]c4ccccc4c3CCN2C(=O)c2ccc(=O)[nH]c2)n1 (stereo unspecified) | 13 | 0 | 1 | -1 | 3 | -1.7 | 1 | 3 | -1 | -7
Cc1nn(C)c(Cl)c1S(=O)(=O)N1CCC(CO)(CCc2ccccc2)CC1 | 3 | -3 | -4 | 0 | 0 | -3.0 | 5 | 3 | -2 | -6
COCCNC(=O)/C(C#N)=C1\N=C(NC(=O)c2ccco2)c2ccccc21 | -1 | 3 | -4 | -5 | 8 | -3.3 | 3 | -10 | -14 | 0
COC(=O)c1ccc(CN(c2ccc(OC)cc2)S(=O)(=O)c2ccccc2)cc1 | 1 | 3 | -1 | -3 | 1 | -0.6 | 3 | 0 | -1 | 1
Nc1nc2c(nc(SCc3ccccc3Br)n2C2OC(CO)C(O)C2O)c(=O)[nH]1 (stereo unspecified) | 4 | 1 | 2 | -4 | 1 | -0.1 | 5 | -1 | -2 | 19
COc1ccc(OC)c(CN2C(=O)CCCCC2(C)c2nnnn2C2CCCC2)c1 (stereo unspecified) | / | 3 | 2 | 0 | / | / | 1 | -3 | -4 | 2
Cc1ccc(S(=O)(=O)N2CCC(C(=O)Nc3ccc(S(=O)(=O)N4CCCC4)cc3)CC2)cc1 | -7 | 3 | -11 | 3 | -38 | -0.6 | -1 | 3 | -1 | 13
COC(=O)COc1ccc2c(=O)c(Oc3ccccc3)c(C)oc2c1 | 5 | 1 | 2 | -1 | -10 | -0.8 | -5 | -3 | -4 | -3
O=C(N1CCCCCC1)N1CCN(S(=O)(=O)c2cccc([N+](=O)[O-])c2)CC1 | 7 | 5 | -1 | 2 | -1 | -1.8 | -1 | 1 | -2 | -7
Cc1ccc(-c2nn(-c3ccccn3)c(=O)c3ccccc23)cc1C | -2 | -2 | -7 | 3 | -4 | 0.5 | -3 | 2 | 4 | -4
O=C(Cc1cscn1)c1ccc(O)cc1O | -1 | -4 | 7 | 1 | 2 | 1.2 | 2 | -1 | 2 | 1
COc1ccc(C)cc1Nc1n[n+](-c2ccccc2)c(-c2cc(OC)c(OC)cc2Br)s1 | 7 | -2 | -4 | 0 | -21 | -1.3 | 0 | -3 | -3 | 6
Cc1cc(C)n(CCCNC(=O)C(C)(C)Oc2ccc(Cl)cc2)n1 | 2 | -12 | 0 | -1 | 0 | -0.9 | 0 | 1 | -2 | -1
CN1CCN(S(=O)(=O)c2ccc(=O)[nH]c2)CC1 | 8 | 2 | 5 | -1 | 5 | -1.5 | -2 | -1 | -3 | 6
CSC(=NNC(=O)c1ccccc1O)SC | -12 | -1 | -10 | -1 | 3 | -0.6 | -4 | 4 | 8 | 2
COc1ccc(-c2noc(C3CCCN(C(=O)c4cccs4)C3)n2)cc1 (stereo unspecified) | 9 | 5 | 5 | -3 | -8 | -1.2 | 5 | -1 | -7 | -6
NC(=O)c1ccc(C2SCC(=O)N2Cc2ccccc2)cc1 (stereo unspecified) | 1 | 3 | 4 | 1 | -1 | 0.0 | -4 | -1 | 2 | -1
CCOc1ccc2nc(N(Cc3ccccc3)C(=O)CCNC(C)=O)sc2c1 | -8 | 1 | -6 | -3 | -11 | -0.3 | 2 | 2 | -2 | -2
Cc1ccc(C(=O)Nc2ccc(O)cc2C(=O)O)cc1C | -5 | -5 | 4 | -1 | 1 | -0.3 | -1 | 3 | 7 | 8
O=C(OCc1ccc(COC(=O)c2ccccn2)cc1)c1ccccn1 | 6 | -2 | -1 | -1 | 1 | 0.7 | -2 | -1 | -2 | -7
COc1ccc(CCNC2=CC(=O)N(c3ccc(F)cc3)C2=O)cc1 | -3 | -2 | -10 | 0 | 4 | -1.9 | -7 | 1 | 1 | 4
COC(=O)C1CCN(C(=O)c2ccc(Cl)c(S(=O)(=O)NCc3ccco3)c2)CC1 | 0 | 3 | -4 | 0 | 3 | -3.0 | 5 | 0 | 2 | 0
C#CCOc1coc(COC(=O)c2ccccc2)cc1=O | -5 | 4 | -5 | -2 | -6 | -0.5 | 2 | 3 | 1 | -2
CCOC(=O)Nc1ccc2c(c1)C(=NNC(=S)NC)c1ccccc1-2 | 0 | 4 | -8 | 4 | -56 | -1.8 | -2 | -2 | -5 | 19
CCSc1nc2c(c(=O)n1CC)SC(C)C2 (stereo unspecified) | -2 | -1 | 1 | 2 | 4 | -2.2 | -4 | 0 | 4 | -3
Nc1ncc(-n2cncn2)c(-c2ccc(Cl)cc2)n1 | 2 | -2 | 6 | 2 | 8 | -2.3 | -1 | 1 | 1 | -2
CC(=O)c1sc(NC(=O)COc2ccc(Cl)cc2Cl)nc1C | -4 | 31* | 2 | -4 | -2 | 0.4 | 2 | 0 | -3 | 1
O=C(N[C@H](Cc1ccccc1)C(=O)N(CCC1=CCCCC1)CC1CC1)[C@H]1O[C@@H](n2ccc(=O)[nH]c2=O)[C@H](O)[C@@H]1O | 9 | 6 | 2 | 0 | / | -0.1 | 4 | -1 | -5 | 1
O=C(c1ccc(-c2cccc(C(F)(F)F)c2)o1)N1CCOCC1 | 3 | -3 | 8 | -2 | 0 | 0.5 | 2 | -1 | -5 | -5
CC(NC(=O)CNC(=O)c1sc2ccccc2c1Cl)c1cccnc1 (stereo unspecified) | 3 | -2 | 12 | 1 | -2 | 1.6 | -1 | -3 | -2 | 1
COC(=O)/C=C/C(=O)N1CCN(c2ccccc2)CC1 | 6 | -1 | 5 | -3 | 3 | -0.6 | -1 | -1 | -2 | -2

An excerpt of these results, with tabs:
mol	TCR-CD3 inh	Rev-erbA mod	mABHD4 FP	PRMT1 FP inh	HTRA1 inh	PG9 binder	LEDGF integ inh	UHRF1 binding	MBD2 DNA inh	rCAG RNA binder
O=C(NC1CCCC1)C1CCN(C(=O)c2cccc(Cl)c2)CC1	3	2	0	-1	0	-0.7	-1	2	3	-4
O=C(Nc1cccc(S(=O)(=O)N2CCOCC2)c1)C1CCCN(C(=O)c2ccc(Cl)cc2)C1 (stereo unspecified)	2	-2	-1	1	0	-1.2	-1	0	1	0

Remaining list, next part.
SMILES | TCR-CD3 inh | Rev-erbA mod | mABHD4 FP | PRMT1 FP inh | HTRA1 inh | PG9 binder | LEDGF integ inh | UHRF1 binding | MBD2 DNA inh | rCAG RNA binder
COCCCNC(=O)c1c(N)n(-c2ccc(S(N)(=O)=O)cc2)c2nc3ccccc3nc12 | -3 | -6 | -9 | 1 | -12 | -0.8 | 2 | -1 | -2 | 9
CN(C)C(/C=C/Nc1ccc(C#N)cc1)=C(C#N)C#N | 2 | -5 | 4 | -2 | -1 | 0.2 | -2 | -4 | -5 | -2
O=C(O)CC(NS(=O)(=O)c1c(F)cc(F)cc1Br)c1ccccc1Cl (stereo unspecified) | 1 | 6 | 3 | -2 | 2 | -0.9 | 4 | -2 | -1 | 4
Cn1nc([N+](=O)[O-])nc1N1CCOCC1 | 1 | 4 | -2 | -3 | -8 | -0.5 | 0 | 0 | -4 | 1
Cc1ccnc(NC(=O)/C=C/c2ccccc2[N+](=O)[O-])c1 | 6 | 3 | 1 | -3 | / | 0.5 | 2 | -3 | -9 | 4
Cc1csc(CN(C)C(=O)C2CCC(=O)N(Cc3ccc(Cl)cc3)C2)n1 (stereo unspecified) | 6 | 0 | 0 | -2 | 1 | -1.5 | -2 | 0 | 2 | -5
CCn1cc(CN2CCC(C(=O)Nc3ccc(Oc4ccccc4F)cc3)CC2)cn1 | 1 | -6 | -7 | -4 | -13 | -2.2 | 5 | -2 | 4 | -2
CC(=O)/C=C1/C(=O)Nc2ccccc21 | -11 | 2 | 5 | 11 | -8 | -0.7 | -5 | -1 | -2 | 3
CC(C)CN(C(=O)COC(=O)Cc1n[nH]c(=O)c2ccccc12)C1CCS(=O)(=O)C1 (stereo unspecified) | -5 | -6 | 8 | 0 | -2 | 1.4 | -2 | 0 | 0 | -4
CCN(CC)CCCNC(=O)c1cc2nc(-c3ccccc3)cc(C(F)(F)F)n2n1 | 4 | -2 | 1 | -4 | -5 | -1.3 | 2 | -2 | -4 | 5
Oc1cc2c(cc1CN1CCN(c3ncccn3)CC1)OCO2 | -2 | -2 | 4 | 9 | -2 | 0.4 | 0 | -3 | -1 | -3
O=C1C(c2ccc(F)cc2)N(C2CCCCC2)C(=O)CN1C1CCCC1 (stereo unspecified) | 4 | 0 | -2 | -1 | 0 | 1.1 | -1 | 0 | -7 | -6

Reformatted with values under each structure: 2 of the compounds above
Order of values – TCR-CD3 inh, Rev-erbA mod, mABHD4 FP, PRMT1 FP inh, HTRA1 inh, PG9 binder, LEDGF integ inh, UHRF1 binding, MBD2 DNA inh, rCAG RNA binder
CC(=O)/C=C1/C(=O)Nc2ccccc21
→ -11, 2, 5, 11, -8, -0.7, -5, -1, -2, 3
O=C(O)CC(NS(=O)(=O)c1c(F)cc(F)cc1Br)c1ccccc1Cl (stereo unspecified)
→ 1, 6, 3, -2, 2, -0.9, 4, -2, -1, 4
